# Screening data deposited in PubChem BioAssay by several laboratories.
# PTPN22 act: increases human PTPN22 phosphatase activity; Q9Y2R2; recombinant LYP, DiFMUP fluorescence; 0 = plate median, 100 = signal doubled; activation, % at 2 µM; 96,000 tested, 0.11% active; AID 697;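 active = activation at 2 µM above a set limit, the mean plus 5 SD, cut at about 37% in these data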
# EphB4 antag: blocks human EphB4 binding to ephrin-B2; P54760; EphB4 LBD / TNYL-RAW-Alexa532 peptide, fluorescence polarization; inhibition, % at 7 µM; 97,000 tested, 0.15% active; AID 720;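 active = inhibition above the screen-wide mean inhibition plus 3 SD, cut at about 15% in these data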;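 note: 0% = DMSO wells and 100% = excess unlabeled TNYL-RAW peptide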
# Target sequence (P54760 whole entry, looked up, the tested form may be a part): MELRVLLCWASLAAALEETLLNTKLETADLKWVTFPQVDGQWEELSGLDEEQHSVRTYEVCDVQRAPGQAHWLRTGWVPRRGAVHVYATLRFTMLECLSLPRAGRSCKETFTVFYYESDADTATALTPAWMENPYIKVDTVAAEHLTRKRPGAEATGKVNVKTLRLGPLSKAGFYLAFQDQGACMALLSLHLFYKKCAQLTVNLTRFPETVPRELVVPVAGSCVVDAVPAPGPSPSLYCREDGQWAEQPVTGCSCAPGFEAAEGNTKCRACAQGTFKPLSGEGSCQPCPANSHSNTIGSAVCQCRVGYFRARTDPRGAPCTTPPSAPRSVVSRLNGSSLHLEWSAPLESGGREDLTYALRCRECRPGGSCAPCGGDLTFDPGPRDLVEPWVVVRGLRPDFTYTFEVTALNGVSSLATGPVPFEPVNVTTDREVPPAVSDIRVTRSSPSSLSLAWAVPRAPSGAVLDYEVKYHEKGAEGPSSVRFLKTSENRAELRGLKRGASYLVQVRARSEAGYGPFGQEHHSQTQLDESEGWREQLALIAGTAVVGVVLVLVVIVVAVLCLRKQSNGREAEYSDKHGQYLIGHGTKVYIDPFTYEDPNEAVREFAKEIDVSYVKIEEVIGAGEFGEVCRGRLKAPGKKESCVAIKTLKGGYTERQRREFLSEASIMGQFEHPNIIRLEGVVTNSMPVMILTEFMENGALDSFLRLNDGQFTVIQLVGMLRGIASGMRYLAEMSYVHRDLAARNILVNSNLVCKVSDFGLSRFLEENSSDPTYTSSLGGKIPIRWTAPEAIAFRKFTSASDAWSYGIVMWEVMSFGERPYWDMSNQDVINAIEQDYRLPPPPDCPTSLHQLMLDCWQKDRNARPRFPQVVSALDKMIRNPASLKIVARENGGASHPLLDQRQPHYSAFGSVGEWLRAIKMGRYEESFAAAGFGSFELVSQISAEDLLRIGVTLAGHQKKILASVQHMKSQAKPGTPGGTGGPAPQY
# CYP2C9 inh: inhibitors of human CYP2C9; AID 777; P11712; 96,000 tested, 20% active; inhibition, % at 5 µM; CYP2C9 Supersomes, luciferin-H conversion, luminescence;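 active = blocking of liver enzyme CYP2C9 beyond about 50% at 5 µM, limit read from the data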; note: values of inactives mirror those of a sister screen read the other way
# HIV Rev-RRE inh: HIV Rev-RRE protein-RNA interaction inhibition; P05866; Rev peptide-RRE RNA binding, FRET; inhibition, % at 8 µM; 97,000 tested, 0.79% active; AID 704;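 active = inhibition above the screen-wide mean plus 3 SD, cut at about 35% in these data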;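 note: 0% = median DMSO wells and 100% = median Neomycin B control wells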
# Target sequence (P05866 whole entry, looked up): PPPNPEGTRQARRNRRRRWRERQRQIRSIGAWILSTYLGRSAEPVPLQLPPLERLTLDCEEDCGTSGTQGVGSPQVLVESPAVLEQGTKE
#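 Material: labelled RRE RNA duplex and labelled Rev peptide / Buffer or medium: HEPES pH 7.5 salt buffer with EDTA / Compound dosing: single point, 8 µM final nominal compound concentration / Benchmarks: DMSO low control, neomycin B high control / Timing: 5 min preincubation and 15 min binding, 25 °C / Technique: FRET fluorescence readout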
# Candida biofilm: kills Candida albicans biofilms; AID 834; C. albicans biofilm + clotrimazole, Alamar Blue; inhibition, % at 6 µM; 85,000 tested, 0.14% active;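 active = inhibition above 20%; inactive = inhibition below 20%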;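 note: preformed 24 hr biofilms exposed to compound for 48 hr; 0% = biofilm without compound and 100% = blank killed by clotrimazole plus chlorhexidine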
# PLK1 kinase inh: blocks human PLK1 kinase activity. P53350. recombinant PLK1 kinase, TR-FRET peptide phosphorylation. inhibition, % at 10 µM. 97,000 tested, 0.53% active. AID 619;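 active = inhibition of 50% or more in the single-concentration screen; inactive = inhibition below 50%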;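 note: 0% = DMSO max control and 100% = H-89 dihydrochloride min control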
# CYP2C9 activ: activators of human CYP2C9. AID 1024. 96,000 tested, 1.4% active. P11712. recombinant CYP2C9, luciferin-H conversion, luminescence; active compounds read high; factor 1 = untreated enzyme, 0 = blocked. activation factor at 5 µM;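 active = activation factor of 2 or more for CYP2C9 at a 5 µM dose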;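 note: 0 = sulfaphenazole-blocked wells and 1 = vehicle-only wells; values of inactives mirror those of a sister screen read the other way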
# PLK1 PBD inh: inhibitors of human Plk1 polo box domain binding | Plk1 PBD phosphopeptide binding, fluorescence polarization | inhibition, %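 (tested at about 20 µM)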 | 97,000 tested, 0.13% active | AID 693; in the data active = inhibition above about 34%, passing the limit was not always enough
# LYP inh 2: blocks human PTPN22 phosphatase activity. Q9Y2R2. recombinant LYP catalytic domain, DiFMUP fluorescence. inhibition, % at 2 µM. 96,000 tested, 0.21% active. AID 640;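 active = inhibition at 2 µM at or above a set limit, the screen mean plus 3 SD, cut at about 24% in these data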;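 note: 0% = DMSO with enzyme and 100% = enzyme fully blocked by orthovanadate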
# Starred values were filed as active, the others as inactive; . = not tested or not shown.
SMILES,PTPN22 act,EphB4 antag,CYP2C9 inh,HIV Rev-RRE inh,Candida biofilm,PLK1 kinase inh,CYP2C9 activ,PLK1 PBD inh,LYP inh 2
C=CCn1c(NC(=O)c2ccc(Br)o2)c(C(=O)OCC)sc1=S,-10,1,88*,3,9,0,0.1,-16,7
CCC(=O)NC(=S)Nc1ccc(Cl)cn1,-3,6,7,5,.,1,0.9,-16,6
C=CCc1cccc2cc(C(=O)NC3=C(C#N)CCC3)c(=O)oc12,0,5,-18,6,.,-18,1.2,26,4
O=C(CC(Sc1ccccc1)c1cccs1)c1ccco1 (stereo not drawn),1,-3,95*,8,3,14,0.1,-8,-4
CCC(=O)N(Cc1ccc2c(c1)OCO2)Cc1cc2cc(OC)ccc2[nH]c1=O,-4,3,10,4,6,-9,0.9,13,2
CCOC(=O)c1sc(NC(=O)c2c(C)nn(Cc3ccccc3)c2C)cc1C,-4,-11,41,8,5,-5,0.6,4,-1
C/C(=N\NC(=O)C(=O)Nc1cccc(C(F)(F)F)c1)c1ccc(Cl)s1,-3,2,-44,5,.,-8,1.4,11,6
COc1ccc(C2CC(=O)C3=C(C2)Nc2ncnn2C3c2ccccc2C)cc1 (stereo not drawn),3,-2,27,11,4,-7,0.7,-5,-3
CCOc1ccc(Nc2c3c(nc4ncnn24)CC(C)CC3)cc1 (stereo not drawn),0,-1,37,-3,-3,-8,0.6,20,-4
O=C1NCCCC1C(=O)NCCNC(=O)C(F)(F)F (stereo not drawn),2,5,-7,6,6,-3,1.1,-18,-6
COc1c(C(=O)Nc2c(C)n(C)n(-c3ccccc3)c2=O)ccc2ccccc12,-7,1,-15,6,8,-6,1.1,10,9
COc1ccc(-c2nc(-c3ccccc3)c(-c3cccs3)[nH]2)cc1OC,-4,6,37,2,-6,-5,0.6,-18,1
CCO/C(C)=C1\C(=O)Nc2ccccc21,3,2,-9,-5,0,18,1.1,-20,-3
O=C(COc1ccc(Br)cc1CO)Nc1ccc(F)cc1,-10,-1,88*,-4,-2,-10,0.1,9,7
CCCN(CCC)C(C(=O)Nc1cccc(OC)c1)c1ccccc1 (stereo not drawn),-1,2,89*,4,6,-8,0.1,-26,2
CC(NS(=O)(=O)c1ccc(Br)cc1)C(N)=O (stereo not drawn),0,5,14,15,-1,-3,0.9,-2,0
CC1CC(C)CN(S(=O)(=O)c2ccc(C(=O)Nc3nnc(-c4cccs4)o3)cc2)C1 (stereo not drawn),2,-1,1,2,7,-3,1,-15,-6
COc1ccc(CSCC(=O)N/N=C/c2ccc(OCC(=O)NCc3ccco3)cc2)cc1,0,5,70*,7,.,-6,0.3,-21,4
CCOc1cccc(=O)c2c(C)n(Cc3ccco3)c(C)c12,6,9,22,22,3,1,0.8,-16,-7
COc1ccc(-c2ccc(SCC(=O)NCc3ccco3)nn2)cc1,-2,1,18,4,6,-7,0.8,-25,2
COC(=O)c1ccccc1NC(=O)NCc1cccnc1,-5,5,4,10,2,-7,1,11,2
CCOC(=O)N1CCN(C(=O)COc2ccc(S(=O)(=O)Nc3ccc(OCC)cc3)cc2)CC1,9,-1,51*,0,6,4,0.5,13,-5
CC1CCN(C(c2cc3cc4c(cc3[nH]c2=O)OCO4)c2nnnn2CC2CCCO2)CC1 (stereo not drawn),-2,5,2,5,9,-11,1,-13,3
Cc1cccc(OCc2nnc(SCC(=O)N3CCc4ccccc43)n2C)c1,-1,6,20,11,5,-5,0.8,-24,-2
COc1ccc(C2=NO[C@@H]3C(=O)N(c4ccc5c(c4)OCCO5)C(=O)[C@H]23)cc1OC,3,9,-8,4,4,-15,1.1,3,-6

# (listing goes on)
SMILES,PTPN22 act,EphB4 antag,CYP2C9 inh,HIV Rev-RRE inh,Candida biofilm,PLK1 kinase inh,CYP2C9 activ,PLK1 PBD inh,LYP inh 2
CCCCn1c(N)c(N(CCC(C)C)C(=O)CSc2nnc3ccccn23)c(=O)[nH]c1=O,2,9,-14,0,0,-7,1.1,0,-5
COc1ccc(Cl)cc1NC(=S)N1CCN(C(=O)c2ccco2)CC1,7,-4,-95,6,.,-10,2*,5,-2
O=C(c1ccc2c(c1)OCO2)N1CCN=C1SCc1cccnc1,7,6,67*,8,8,-14,0.3,14,-10
O=C1OCCC1Sc1nnc(-c2ccccc2)o1 (stereo not drawn),2,-10,2,-3,-2,-9,1,5,-5
OCCn1nc2c3ccccc3nc-2n(-c2ccccc2)c1=S,-7,1,-8,2,4,-11,1.1,1,3
O=C1C2C3C=CC(C4CC34)C2C(=O)N1/N=C/c1ccc(-c2ccc(Cl)cc2[N+](=O)[O-])o1 (stereo not drawn),-2,-2,21,15,1,-8,0.8,-7,5
Cc1csc(NC(=O)c2cc3c(s2)-c2ccccc2OC3)n1,-3,-1,23,7,-2,-17,0.8,-29,2
COc1cccc(-c2nnn(CC(=O)O)n2)c1,0,-6,3,3,11,-10,1,0,-4
COc1ccc2c(c1)C(C)=CC(C)(C)N2C(=O)CN1C(=O)CCC1=O,9,-8,.,-4,5,-3,.,19,-12
CCCn1c(NC(=O)c2cccc(C)c2C)nc2ccccc21,-2,0,17,15,6,-14,0.8,-21,3
Cc1ccc(/C=C/C(=O)N2CCc3ccccc3C2)cc1,-2,3,23,12,.,-8,0.8,-11,2
CC1(C(=O)O)CCC(C(=O)NC2CCCCC2)C1(C)C (stereo not drawn),2,-2,-7,11,7,-8,1.1,-7,1
O=C(Nc1nccs1)C(NS(=O)(=O)c1ccc(Br)s1)c1ccccc1 (stereo not drawn),-3,3,62*,0,3,-9,0.4,19,5
CCOC(=O)Cn1c(CN(Cc2ccccc2)Cc2ccccc2)nc2c1c(=O)[nH]c(=O)n2C,4,-8,49,3,4,-18,0.5,-13,-4
COCCCNC(=O)c1ccc(CS(=O)(=O)c2ccc(Br)cc2)o1,.,2,41,7,11,75*,0.6,-16,.
Cc1cc(Cl)c(S(=O)(=O)NC(C(=O)O)C(C)C)cc1OCC(=O)NC1CCCCC1 (stereo not drawn),-1,-4,27,-3,3,-7,0.7,3,4
CN(C)/C=C1\C(=O)N(c2ccc(Oc3ccccc3)cc2)CS1=O (stereo not drawn),-8,-2,7,-1,.,-4,0.9,-24,12
O=C(Nc1ccccc1Cl)c1cc(S(=O)(=O)N2CCCC(C(=O)O)C2)ccc1F (stereo not drawn),2,3,-6,-1,0,6,1.1,-6,-5
CCN(CC)C(=O)Oc1ccc(Cl)c2ccccc12,3,2,-46,12,.,-9,1.5,27,-6
CSc1nc(Oc2ccc(Cl)cc2)c2sccc2n1,-9,1,-15,4,.,-7,1.2,-11,12
Cc1oc2c(CN3CCOCC3)c(O)ccc2c(=O)c1-c1ccccc1,-5,10,2,1,0,-10,1,23,2
CCCS(=O)(=O)N1CCC(C(=O)NCCc2ccc(OC)c(OC)c2)CC1,2,4,-5,2,11,-3,1.1,16,-4
CCc1c(C)nc2ncnn2c1N1CCCC(C(=O)Nc2cc(F)ccc2C)C1 (stereo not drawn),6,-6,85*,-4,.,-19,0.2,-42,-7
COc1ccc(S(=O)(=O)N2CCC(C(=O)NCCc3ccc4c(c3)OCO4)CC2)cc1,9,4,-112,1,9,-9,2.1*,7,-12
N/C(COc1cccc(C(F)(F)F)c1)=N\NC(=O)c1cccnc1Oc1ccccc1,-3,1,-8,9,11,-10,1.1,20,0

# Next records:
SMILES,PTPN22 act,EphB4 antag,CYP2C9 inh,HIV Rev-RRE inh,Candida biofilm,PLK1 kinase inh,CYP2C9 activ,PLK1 PBD inh,LYP inh 2
O=S(=O)(Nc1ccc2oc(-c3ccccc3)nc2c1)c1ccccc1,-1,3,94*,19,12,-8,0.1,17,1
CCCN(CCC)S(=O)(=O)c1ccc(C(=O)Nc2ccc(OCC(=O)N3CCOCC3)cc2)cc1,13,-3,80*,5,4,-5,0.2,-17,-10
CC1CN(Cc2ccc(C#N)cc2Cl)CC(C)O1 (stereo not drawn),-2,-6,1,1,.,-11,1,-16,0
CCC(Sc1ncccn1)C(=O)Nc1cc(C)on1 (stereo not drawn),-8,-3,.,8,-3,-7,.,21,5
O=C(CCCC(=O)OCC(Cl)=C(Cl)Cl)Nc1cccc(F)c1,4,-3,-2,0,.,-11,1,-11,-1
N/C(=N\OC(=O)c1ccc(Cl)cc1)c1ccccn1,1,-3,34,6,.,-10,0.7,-12,2
NC(=O)c1cc2cc(Cl)ccc2oc1=O,5,0,-11,7,1,15,1.1,-15,-6
Cc1cc(/C=C2/SC(=S)N(c3cccc(C(F)(F)F)c3)C2=O)c(C)n1-c1cccnc1,-9,4,.,44*,.,-42,.,-137,14
CC1CN(C(=O)CN2C(=O)c3ccccc3C2=O)CC(C)O1 (stereo not drawn),13,-6,-1,-2,8,-11,1,-16,-14
CN1C(=O)/C(=C2\SC(=S)N(C(CCC(=O)O)C(=O)O)C2=O)c2ccccc21 (stereo not drawn),6,-3,42,8,.,-12,0.6,6,-10
CCOC(=O)CCC(=O)OCC(=O)NC(C)C1CC2CCC1C2 (stereo not drawn),-2,-2,6,1,8,-14,0.9,0,1
Cc1cc(OC(=O)c2ccc(S(=O)(=O)N(C)C)cc2)cc(=O)o1,2,5,-4,4,-4,-15,1,14,-3
CCOc1cc(/C=N/O)cc(Cl)c1OC,-6,8,-8,10,0,0,1.1,-7,4
CCN(CC)CCNC(=O)COc1ccc(Cl)cc1Cl,-2,7,-18,9,9,-11,1.2,18,0
CCOc1ccc(C(=O)Nc2nnc(C(C)C)s2)cc1OCC,2,7,0,2,.,-17,1,-7,-4
Cc1cc([N+](=O)[O-])nn1CC(=O)NCc1cccs1,8,5,-14,3,.,-5,1.1,-26,-6
O=C(NCc1ccco1)c1ccc(Oc2ccccc2)cc1,5,-5,27,4,.,-19,0.7,-20,-5
CCc1cc(C(=O)OC)c(NC(=O)CC2NCCNC2=O)s1 (stereo not drawn),-15,5,-2,5,7,-9,1,-7,15
COc1ccc(-c2ncncc2-c2csc(C)n2)c(O)c1OC,6,3,52*,11,4,-9,0.5,-2,-5
COc1cccc(N2CC(C)Cn3c2nc2c3c(=O)n(CCN3CCOCC3)c(=O)n2C)c1 (stereo not drawn),1,9,-1,6,3,-11,1,-2,-3
CCc1ccc(-c2nc(CN3CCCC(C(=O)O)C3)c(C)o2)cc1 (stereo not drawn),-3,-4,10,-3,6,28,0.9,19,3
Cc1ccc(CNC(=O)c2ccc(N3CCCC3=O)cc2)cc1,-9,3,5,5,8,0,1,-17,12
CCn1c(N2CCN(C(=S)NCCc3ccccc3)CC2)nc2ccccc21,-12,-4,37,-1,.,-8,0.6,-8,14
CC(C)c1ccc(NC(=O)C(c2ccccc2)N2CCN(C=O)CC2)cc1 (stereo not drawn),2,0,-10,12,3,-2,1.1,24,-5
CCOC(=O)Nc1ccc(NC(=O)c2c(OC)cccc2OC)cc1,-7,8,-8,2,6,-7,1.1,-19,6

# 5 successive records already listed, for reference:
SMILES,PTPN22 act,EphB4 antag,CYP2C9 inh,HIV Rev-RRE inh,Candida biofilm,PLK1 kinase inh,CYP2C9 activ,PLK1 PBD inh,LYP inh 2
C=CCn1c(NC(=O)c2ccc(Br)o2)c(C(=O)OCC)sc1=S,-10,1,88*,3,9,0,0.1,-16,7
CCC(=O)NC(=S)Nc1ccc(Cl)cn1,-3,6,7,5,.,1,0.9,-16,6
C=CCc1cccc2cc(C(=O)NC3=C(C#N)CCC3)c(=O)oc12,0,5,-18,6,.,-18,1.2,26,4
O=C(CC(Sc1ccccc1)c1cccs1)c1ccco1 (stereo not drawn),1,-3,95*,8,3,14,0.1,-8,-4
CCC(=O)N(Cc1ccc2c(c1)OCO2)Cc1cc2cc(OC)ccc2[nH]c1=O,-4,3,10,4,6,-9,0.9,13,2
